KDM5B inh: Primary screen for KDM5B Histone Demethylases FDH-coupled qHTS | KDM5B demethylase, FDH-coupled NADH fluorescence (FDH is formaldehyde dehydrogenase) | Potency, µM (series often up to 57.7 µM), for the others: top-dose activity change, negative = inhibition, hits mostly inhibitors | 220,000 tested, 2.6% active; active = well fitted inhibition curve with a large enough effect; inconclusive = small, poorly fitted or top-dose-only effect; inactive = no such curve, though single readings can be large or run the other way; note: 0% is about no effect; nearly all actives have a fitted effect of over 70% in size
Target sequence (Q9UGL1 whole entry, looked up): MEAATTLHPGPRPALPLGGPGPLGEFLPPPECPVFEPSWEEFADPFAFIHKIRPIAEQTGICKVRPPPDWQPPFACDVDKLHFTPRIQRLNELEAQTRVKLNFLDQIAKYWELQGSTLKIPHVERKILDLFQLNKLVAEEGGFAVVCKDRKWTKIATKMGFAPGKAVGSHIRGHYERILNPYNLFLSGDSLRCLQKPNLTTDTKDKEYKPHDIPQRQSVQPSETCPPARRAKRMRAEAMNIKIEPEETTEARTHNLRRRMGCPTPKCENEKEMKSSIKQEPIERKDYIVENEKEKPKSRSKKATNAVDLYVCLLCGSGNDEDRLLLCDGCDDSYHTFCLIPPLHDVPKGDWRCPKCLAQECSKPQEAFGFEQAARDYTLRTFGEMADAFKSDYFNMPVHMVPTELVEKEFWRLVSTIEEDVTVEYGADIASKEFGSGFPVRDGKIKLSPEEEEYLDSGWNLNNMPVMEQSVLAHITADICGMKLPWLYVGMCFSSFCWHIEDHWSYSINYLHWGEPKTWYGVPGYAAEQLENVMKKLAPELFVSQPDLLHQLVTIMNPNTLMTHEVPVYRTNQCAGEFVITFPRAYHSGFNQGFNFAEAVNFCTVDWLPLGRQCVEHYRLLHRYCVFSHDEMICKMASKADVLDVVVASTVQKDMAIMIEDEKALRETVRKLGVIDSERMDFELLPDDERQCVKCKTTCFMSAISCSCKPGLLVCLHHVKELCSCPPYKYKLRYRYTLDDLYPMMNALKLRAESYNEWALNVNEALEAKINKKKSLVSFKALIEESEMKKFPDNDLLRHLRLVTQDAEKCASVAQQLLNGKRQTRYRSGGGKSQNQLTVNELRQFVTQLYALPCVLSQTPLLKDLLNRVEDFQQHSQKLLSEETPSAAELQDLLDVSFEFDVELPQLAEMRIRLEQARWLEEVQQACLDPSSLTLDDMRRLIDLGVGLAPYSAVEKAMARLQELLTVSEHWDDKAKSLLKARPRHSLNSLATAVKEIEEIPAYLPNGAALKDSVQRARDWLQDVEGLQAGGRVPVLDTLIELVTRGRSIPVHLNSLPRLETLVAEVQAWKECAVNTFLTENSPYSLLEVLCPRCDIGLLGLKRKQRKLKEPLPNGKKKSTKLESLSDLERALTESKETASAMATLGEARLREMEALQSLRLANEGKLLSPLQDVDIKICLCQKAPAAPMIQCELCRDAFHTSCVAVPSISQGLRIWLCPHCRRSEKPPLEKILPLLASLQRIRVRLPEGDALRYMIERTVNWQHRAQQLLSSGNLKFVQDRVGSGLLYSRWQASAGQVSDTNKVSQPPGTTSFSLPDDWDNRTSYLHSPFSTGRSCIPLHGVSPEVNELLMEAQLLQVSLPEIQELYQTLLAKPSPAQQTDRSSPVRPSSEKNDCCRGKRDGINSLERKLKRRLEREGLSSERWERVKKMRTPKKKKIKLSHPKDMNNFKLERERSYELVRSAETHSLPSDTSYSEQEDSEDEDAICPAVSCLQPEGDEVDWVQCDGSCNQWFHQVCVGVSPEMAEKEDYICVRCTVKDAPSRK
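KDM5BΔAP (200 nM final) in 50 mM HEPES pH 7.5, 0.01% Tween-20 was preincubated 10 min at RT with compound over a concentration range. Substrate mix (H3K4me3 12.5 µM, α-KG 25 µM, Fe²⁺, ascorbate, NAD⁺, FDH) was added, and NADH fluorescence change over 30 min gave dose-response curves.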
* = called active by the depositor; u = inconclusive; [ ] = another dose, or the depositor's remark. Potency is the fitted concentration of half-maximal effect. A portion of the library; rates above refer to the full screens.

SMILES | KDM5B inh
CCN1C(=O)C2CC3(CCN(C(=O)CCc4nc5ccccc5[nH]4)CC3)CN2C1=O (centres undefined) | 11%
COc1ccc(-c2nn(-c3ccccc3)cc2C2NC(=O)NC(C)=C2C(=O)OC(C)C)cc1Cl (centres undefined) | u
CCOc1ccccc1-c1noc(CSc2nnc(C)n2-c2cccc(C)c2)n1 | 6%
CC(=O)c1cccc(OCC(=O)Nc2ccccc2N2CCOCC2)c1 | 7%
COCc1nc2nc(-c3ccccc3)c(-c3ccc(N4CCN(C)CC4)nc3)cc2n1C | 35µM*
COc1cccc(N2CC(NC(=O)c3cccc(OC)c3OC)CC2=O)c1 (centres undefined) | -26%
O=C(CCc1conc1-c1cccc(F)c1)NCc1ccc(F)cc1 | -8%
CN(C)C(=O)CCc1ccc(F)cc1 | -3%
CN(Cc1ccccc1)C(=O)[C@H]1O[C@H](CCN2CCN(Cc3ccccc3)CC2)CC[C@@H]1O | 25%
CCNC1CCS(=O)(=O)C1 (centres undefined) | -1%
CC(C)(C)c1coc([C@@H]2COCCN2Cc2cnc[nH]2)n1 | u
Nc1cccnc1S(=O)(=O)c1ccccc1 | u
CN(C)CCOC1c2ccccc2CCc2ccc3ccccc3c21 (centres undefined) | u
CCn1cc(S(=O)(=O)NC(C)c2cc(OC)ccc2OC)cn1 (centres undefined) | -2%
COc1ccccc1CNC(=O)CCC[C@@H]1[C@H]2CCCN3CCC[C@@H](CN1C(=O)c1cccnc1)[C@@H]23 | -10%

Single entries from the list:
Under KDM5B inh, COc1cccc(N2CC(NC(=O)c3cccc(OC)c3OC)CC2=O)c1 (centres undefined) has -26%
Under KDM5B inh, CC(=O)c1cccc(OCC(=O)Nc2ccccc2N2CCOCC2)c1 has 7%
Under KDM5B inh, CCOc1ccccc1-c1noc(CSc2nnc(C)n2-c2cccc(C)c2)n1 has 6%

Further compounds follow:
SMILES | KDM5B inh
CNC(=O)c1cc(NC(=O)C2CCC2)cc2nc(C)ccc12 | 32µM*
CN(Cc1ccccc1N1CCCC1)C(=O)c1nn(C)c(=O)c2ccccc12 | 7%
O=C(CNc1cccc(S(=O)(=O)N2CCCCCC2)c1)N1CCN(C(=O)c2cccs2)CC1 | 10%
Cc1ccc(Cl)c(C(=O)N2CCC(=O)N(CC3CC3)C(C(C)C)C2)c1 (centres undefined) | -15%
Cc1ccc(N/N=C/c2ccc(Br)cc2)cc1Cl | -9%
O=C(c1n[nH]c2ccccc12)N1CCC(c2nc(CCOCC3CC3)no2)C1 (centres undefined) | 9%
COCCNC(=O)c1ccc2c(c1)ncn2-c1cc(C)ccc1OC | -11%
Cc1ccc(S(=O)(=O)N2CCN(Cc3ccco3)CC2)cc1C | 24%
Cc1ccc(OCc2nc(C3CCN(C(=O)CCc4nc5ccc(Cl)cc5[nH]4)CC3)no2)cc1 | -16%
O=C(NCc1ccccc1)C1CC(=O)N(c2n[nH]c3cccc(F)c23)C1 (centres undefined) | -10%
Cc1ccc(-c2nn(C)c(=O)c3ccccc23)cc1S(=O)(=O)N1CCOCC1 | 10%
CC(=O)Oc1c(-c2ccc(NC(=O)CC(C)C)cc2)c(-c2ccc(F)cc2)nn1-c1ccc(F)cc1 | 28µM*
CCOc1ccc(NC(=O)C(CC)CC)c2cccnc12 | 6%
CCC1CN(C(=O)NCc2cccc(OC)c2)c2cc(Cl)ccc2O1 (centres undefined) | -19%
O=C(c1cnccn1)N1CCC2(CC1)NC(=O)N(Cc1ccc(Cl)cc1)C2=O | 30%
Cn1c(NCCO)nc2c1c(=O)n(Cc1ccccc1F)c(=O)n2C | -3%
O=C(Nc1ccc(F)c(Cl)c1)C1CCCN(S(=O)(=O)c2cccc3nsnc23)C1 (centres undefined) | -14%
CCN1c2cc(C(=O)NC3CCCCCC3)ccc2C(=O)N2CCCCCC21 (centres undefined) | u
O=C1CC(c2cc(F)cc(F)c2)c2cc3c(cc2N1)OCO3 (centres undefined) | -9%
Cc1cc(N2C(=O)C(=O)/C(=C(/O)c3ccccc3)C2c2cccc(Br)c2)no1 (centres undefined) | u
NS(=O)(=O)c1ccc(C(=O)NC(Cc2ccncc2)C2CC(O)C2)cc1 (centres undefined) | 11%
Cc1cnc(CC2CCCN(C(=O)c3ccnn3C)C2)n1C(C)C (centres undefined) | -4%
O=C(NCc1cccs1)c1nc(-c2ccccc2)c2ccccn12 | 11µM*
C#CCN(C)Cc1nc(C2(O)CCN(C(=O)c3ccc(F)cc3)CC2)cs1 | -8%[86.2 µM]
O=C(c1ccccn1)N1CCCC(c2nc(C3CCOCC3)no2)C1 (centres undefined) | u
COc1ccc2c(CN(C)CCOc3cc(C)cc(C)c3)cc(=O)oc2c1 | 43%[activator]
CC(=O)c1cc(-c2ccccc2)n(CC(=O)NCCc2ccc(C)cc2)c1C | -8%
CSc1ccc(/C=C(/NC(=O)c2ccco2)C(=O)NCc2ccco2)cc1 | -2%
COc1ccc(Cl)cc1NS(=O)(=O)c1ccc2c(c1)NC(=O)CC(=O)N2 | -1%
COc1ccc(Nc2cc(C)nc(N3CCN(C(=O)Nc4cc(C)ccc4C)CC3)n2)cc1 | u

Some of the entries above, reformatted:
O=C(c1ccccn1)N1CCCC(c2nc(C3CCOCC3)no2)C1 (centres undefined)
- KDM5B inh: u
C#CCN(C)Cc1nc(C2(O)CCN(C(=O)c3ccc(F)cc3)CC2)cs1
- KDM5B inh: -8%[86.2 µM]
CSc1ccc(/C=C(/NC(=O)c2ccco2)C(=O)NCc2ccco2)cc1
- KDM5B inh: -2%
COc1ccc2c(CN(C)CCOc3cc(C)cc(C)c3)cc(=O)oc2c1
- KDM5B inh: 43%[activator]

(list continues)
SMILES | KDM5B inh
CC(C)CN(CCCNC(=O)c1cc(=O)[nH]c2ccc(S(=O)(=O)N3CCCC3)cc12)CC(C)C | -27%
CCc1cccc(C)c1NS(=O)(=O)c1cccc(C(F)(F)F)c1 | 10%
COCCn1c(SCC(=O)Nc2ccccc2OC)nnc1-c1ccco1 | -14%
CCS[C@H]1CCN2C(=O)c3cc(-c4cc(Cl)ccc4OC)ccc3NC(=O)[C@H]12 | -29%[86.2 µM]
Cc1nn(C)cc1CN1C[C@@H](COCC(N)=O)[C@H](c2ccncc2)C1 | u
Clc1ccc(N=NN2CCOCC2)cc1 | -5%
CCOC(=O)c1cnc2ccc(Cl)cc2c1Nc1ccccc1OCC | -12%
COc1cccc(C2C=C(c3ccccc3)Nc3c(C(=O)Nc4ccccc4)cnn32)c1OC (centres undefined) | -1%
COc1cc(NS(=O)(=O)c2ccc(C)cc2C)cc2sc(NC(=O)c3ccccc3)nc12 | u
Cc1cc(C)n(CCC(=O)N2CCC(N3C[C@H](O)C[C@H]3C(=O)NC3CCCCC3)CC2)n1 | 14%
Cc1nnc(N2CCC(C(=O)NCCc3ccccc3)CC2)c2nn(-c3ccc(Cl)cc3)c(C)c12 | 2%
COc1ccc(OC)c(NC(=O)CSC2=Nc3ccccc3C3=NC(CC(=O)NCc4ccc(F)cc4)C(=O)N23)c1 (centres undefined) | -5%
Clc1ccc(C2CN(c3cc(C4CC4)ncn3)CCO2)cc1 (centres undefined) | 0%
Cc1ccc(C2Cn3cnc(C(=O)N4CCC(C(=O)NC(C)c5ccccc5)CC4)c3CO2)cc1 (centres undefined) | 6%
COc1ccc(N2C(=O)CS(=O)(=O)C23C(=O)N(Cc2ccccc2F)c2ccccc23)cc1Cl (centres undefined) | -7%

Quoted from the entries so far (6 entries):
SMILES | KDM5B inh
CC(C)CN(CCCNC(=O)c1cc(=O)[nH]c2ccc(S(=O)(=O)N3CCCC3)cc12)CC(C)C | -27%
CCc1cccc(C)c1NS(=O)(=O)c1cccc(C(F)(F)F)c1 | 10%
COCCn1c(SCC(=O)Nc2ccccc2OC)nnc1-c1ccco1 | -14%
CCS[C@H]1CCN2C(=O)c3cc(-c4cc(Cl)ccc4OC)ccc3NC(=O)[C@H]12 | -29%[86.2 µM]
Cc1nn(C)cc1CN1C[C@@H](COCC(N)=O)[C@H](c2ccncc2)C1 | u
Clc1ccc(N=NN2CCOCC2)cc1 | -5%

(next part)
SMILES | KDM5B inh
O=S1(=O)CCC(S(=O)(=O)NC2CCCC2)C1 (centres undefined) | 11%
COCCN1CCCC2(CCN(C(=O)c3ccc(F)c(Cl)c3)C2)C1=O (centres undefined) | -14%
COCCNC(=O)C1CCN(S(=O)(=O)c2c(C)noc2/C=C/c2cccs2)CC1 | -12%
COc1ccc(S(=O)(=O)N2CCN(c3ccccc3C)CC2)cc1C | 5%
Cc1cccc(OCCCCN2CCNCC2)c1 | -2%
Cc1ccc(Cl)cc1-n1c(=O)c2sc3ccccc3c2n(CC(=O)NC2CCCC2)c1=O | u
Cn1nccc1C(=O)NC1CCN(c2cc(-c3ccccc3)[nH]n2)CC1 | u
Cc1nc(C2CCCN(C(=O)C(C)(C)N)C2)cc(N2CCOCC2)n1 (centres undefined) | u
Cc1c(Cl)cccc1NC(=O)N1CCSc2ncccc21 | u
COC(=O)c1c(NC(=O)COc2c(C)cccc2C)sc2c1CCCC2 | -10%
Cc1ccc(Cn2cc(-c3ccncc3)cc2C(=O)NCc2ccc(N(C)C)cc2)cc1 | 9%
CCOC(=O)c1c(C)[nH]c(C)c1S(=O)(=O)N(C)CC(=O)Nc1cc(C)cc(C)c1 | 13%
COc1ccc(N2Cc3cccc(C(=O)Nc4cc(C)cc(C)c4)c3C2=O)cc1 | -27%
COc1ccc([C@@H](NC(=O)c2ccc3cccc(F)c3n2)C2CC(O)C2)cn1 (some centres undefined) | 22µM*
C/C=C/Cn1c(SCCC)nc2c1c(=O)[nH]c(=O)n2C | -17%
COCCNC(=O)c1ccc2c(c1)N(C)C(CC(=O)Nc1ccc(N)nc1)CO2 (centres undefined) | 22µM*
O=C(c1ccc(F)cc1)N1CC(Oc2ccc(-c3nc(-c4ccccc4)no3)cc2)C1 | -17%
COc1ccc(/C=C\c2onc(C)c2S(=O)(=O)N2CCC(C(=O)Nc3cccc(C)c3C)CC2)cc1 | -3%
COc1cc2c(cc1OC)C(COc1ccc3c(C)cc(=O)oc3c1)N(C(=O)c1cc(Cl)ccc1OC)CC2 (centres undefined) | 14%
CC(C)(C)C(=O)N1CCn2c(nnc2[C@@H]2C[C@@H](O)CN2Cc2ccccc2)C1 | -37%
Cc1ccc(S(=O)(=O)c2nnn3c2nc(N(C)Cc2ccccc2)c2cc(Cl)ccc23)cc1C | u
CCN1CCCC2(CCN(C(=O)NCCc3ccccc3F)C2)C1=O (centres undefined) | -9%
CC(C)N(C(=O)c1ccccc1F)C(C)C | 20%
O=C(NC1(C(F)(F)F)C(=O)Nc2c1c(=O)[nH]c(=O)n2-c1ccc(Cl)cc1)c1cccs1 (centres undefined) | 7%
O=C(Nc1ccc(F)cc1)C1=C(c2ccccc2)SCCO1 | 2%
Cc1ccc(CC(=O)N2CCC(CC(=O)NCc3ccccc3)C2)cc1 (centres undefined) | -12%
Cc1ccsc1CNC(=O)/C=C/c1ccncc1 | -3%
CNC(=O)CSc1nc2c(c(C(F)(F)F)c1C#N)CC(C(C)(C)C)CC2 (centres undefined) | 2%
Cc1ccc(-c2cn3c(n2)sc2cc(C(=O)NCCCN4CCCCCC4)ccc23)cc1 | u
N#C/C(=C/c1ccc(OCc2ccc(Cl)cc2)cc1)c1nc2ccccc2s1 | 20%
Cc1ccc(N(C(=O)c2csnn2)C(C(=O)NC2CCCC2)c2cccnc2)cc1 (centres undefined) | 27%
COC(=O)c1ccccc1NC(=O)CSc1n[nH]c(CC(C)C)n1 | -22%
O=C(O)c1cc(F)cc(Br)c1 | -1%
COc1ccc2[nH]c(=O)c(-c3noc(-c4cccs4)n3)cc2c1 | -18%
COc1ccc(Cl)cc1NC(=O)N1CCN(S(=O)(=O)c2ccc3c(ccn3C)c2)CC1 | u
Cc1cccc(N2CCN(C(=O)CN3C(=O)COc4ccc(S(=O)(=O)N5CCC(C)CC5)cc43)CC2C)c1 (centres undefined) | 10%
CCOc1ccc(NC(=O)Cn2c(=O)n(CC(=O)NCc3ccccc3Cl)c(=O)c3sccc32)cc1 | -21%
CC(=O)Nc1ccc(NC(=O)C2CCCCC2)cc1 | 11%
COc1ccc(-c2noc(CSc3nc(N)cc(=O)[nH]3)n2)cc1 | -22%
C(=C\c1ccccc1)/CNCC1CCCO1 (centres undefined) | 14%
Cc1ccc(-c2nnc(SCC(=O)c3ccc(Cl)cc3)n2-c2ccccc2)cc1 | -14%
O=C(Nc1ccc(F)cc1)c1ccc(Cn2nc(N3CCN(c4ccccc4)CC3)ccc2=O)o1 | u
CCOc1cccc(-c2cc(C(=O)O)c3ccc(C)c(C)c3n2)c1 | u
CS(=O)(=O)N1CCC(C2CCN(C(=O)c3ccc(F)c(Cl)c3)C2)CC1 (centres undefined) | 8%
COc1ccc(Cn2ccnc2SCC(=O)NCc2ccco2)cc1 | -18%
CN(C)c1ccc(C(CNC(=O)COc2ccccc2)N2CCOCC2)cc1 (centres undefined) | 5%
CCNc1c(NC(=O)Nc2cccc(C)c2C)c(=O)oc2ccccc12 | -3%
